BoNT A protease: blocks Botulinum neurotoxin A light chain protease; multiplex microsphere protease substrate cleavage, flow cytometry; inhibition, % at 10 µM; actives 0.17% (n = 360,000); AID 588499; in the data active = inhibition above about 30%; inconclusive = no clear call, values can overlap the other calls; note: plate controls were buffer without enzyme for full effect and enzyme alone for no effect
PrPC surface inh: cell surface PrPC inhibition, primary TR-FRET screen | TR-FRET read-out | inhibition, % at 13.8 µM | actives 0.43% (n = 370,000) | P04156; in the data active = inhibition above about 24%; note: 0% = median of the test wells and 100% = reference compound wells
FBA Mtb inh: inhibits M. tuberculosis FBA enzyme | P9WQA3 | purified M. tuberculosis FBA, fluorescence read-out | inhibition, % at 1 µM | actives 2.3% (n = 360,000) | AID 588726; in the data active = inhibition above about 27%;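 note: 0% = vehicle and 100% = reference inhibitor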
Target sequence (P9WQA3 whole entry, looked up): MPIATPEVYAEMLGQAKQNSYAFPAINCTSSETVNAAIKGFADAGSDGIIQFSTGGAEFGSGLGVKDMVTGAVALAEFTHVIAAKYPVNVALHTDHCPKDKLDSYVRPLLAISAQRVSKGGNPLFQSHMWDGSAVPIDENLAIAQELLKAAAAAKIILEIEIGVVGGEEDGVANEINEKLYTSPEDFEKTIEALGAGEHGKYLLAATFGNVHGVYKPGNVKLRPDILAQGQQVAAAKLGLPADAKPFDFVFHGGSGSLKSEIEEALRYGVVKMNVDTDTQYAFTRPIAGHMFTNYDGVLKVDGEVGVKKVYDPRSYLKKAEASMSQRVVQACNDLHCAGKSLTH
GDH-TPI inh: inhibits GDH-TPI coupling enzymes, artifact for Mtb FBA screen; actives 1.2% (n = 360,000); inhibition, % at 4.8 µM; GDH-TPI coupled enzyme counterscreen, NADH absorbance;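 note: 0% = DMSO wells and 100% = wells lacking the enzyme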
Mtb BioA inh: blocks M. tuberculosis BioA enzyme activity; purified M. tuberculosis BioA enzyme, plate reader; inhibition, % at 9.99 µM; actives 0.096% (n = 360,000); AID 602481; in the data active = inhibition above about 40%; inconclusive = no clear call, values can overlap the other calls
BoNT F protease: inhibitors of Botulinum neurotoxin F light chain protease; Multiplex microsphere protease cleavage assay, flow cytometry; inhibition, % at 10 µM; actives 0.22% (n = 360,000); AID 588497; in the data active = inhibition above about 35%, passing the limit was not always enough; inconclusive = no clear call, values can overlap the other calls; note: plate controls were buffer without enzyme for full effect and enzyme alone for no effect
CCHF vOTU inh: blocks the CCHF virus ovarian tumor domain protease. CCHFV vOTU protease, Pep-AMC fluorescence. inhibition, % at 11.5 µM. actives 0.55% (n = 370,000). AID 651958; note: 0% = vehicle wells with enzyme and 100% = no enzyme wells
Mtb UGM inh: blocks M. tuberculosis UGM enzyme | P9WIQ1 | purified UGM, fluorescence polarization probe displacement | inhibition, % at 10 µM | actives 0.06% (n = 320,000) | AID 504406; in the data active = inhibition above about 10%, passing the limit was not always enough; inconclusive = no clear call, values can overlap the other calls
Target sequence (P9WIQ1 whole entry, looked up): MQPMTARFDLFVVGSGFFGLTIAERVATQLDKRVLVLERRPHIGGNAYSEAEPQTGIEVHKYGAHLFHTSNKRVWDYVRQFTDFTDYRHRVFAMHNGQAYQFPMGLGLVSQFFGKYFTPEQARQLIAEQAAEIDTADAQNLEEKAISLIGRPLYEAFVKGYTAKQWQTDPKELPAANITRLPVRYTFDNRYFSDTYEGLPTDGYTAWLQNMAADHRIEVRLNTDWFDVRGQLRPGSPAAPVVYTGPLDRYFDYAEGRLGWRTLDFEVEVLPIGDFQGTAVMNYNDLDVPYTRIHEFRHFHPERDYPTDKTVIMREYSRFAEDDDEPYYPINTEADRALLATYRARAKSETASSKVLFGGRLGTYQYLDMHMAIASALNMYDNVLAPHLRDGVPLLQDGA
FadD28 FP inh: inhibitors of Mycobacterium tuberculosis FadD28 bisubstrate binding; FadD28 bisubstrate probe binding, fluorescence polarization; inhibition, % at 12.5 µM; actives 0.22% (n = 360,000); in the data active = inhibition above about 8.5%, passing the limit was not always enough; inconclusive = no clear call, values can overlap the other calls
An asterisk follows results filed as active; ? = inconclusive; · = no result given. Cut-off read from the data, not from the text of the source, unless noted: active = inhibition above about 30%; inactive = the rest.

Values run as follows: BoNT A protease	PrPC surface inh	FBA Mtb inh	GDH-TPI inh	Mtb BioA inh	BoNT F protease	CCHF vOTU inh	Mtb UGM inh	FadD28 FP inh
O=C(O)c1cccc(N2C(=O)c3cccc4cccc(c34)C2=O)c1
 : -0.5	-14	3	19	-0.1	2	13	-1.5	-3.6
O=C(CN1CCCN(Cc2ccc(F)cc2Cl)C1=O)NC1CCCC1
 : -0.4	3	8	15	2.4	-3	-11	-1.6	-1.6
Cc1ccc(C(C)(C)C)cc1S(=O)(=O)N1CCC(C(=O)N2CCN(c3ccc(O)cc3)CC2)CC1
 : 0.0	7	3	14	-1.6	2	6	2.6	-1.3
O=S(=O)(Nc1ccc(-n2cccc2)cc1)c1ccc(F)cc1
 : -0.5	14	5	-3	1.6	5	8	-1.2	1.4
CCOc1ccc(-c2nc(N)ncc2Oc2cccc(OC)c2)c(O)c1
 : -0.6	2	-3	25	-4.5	-6	2	1.2	-1.1
CC(C)C(=O)N1CCC(c2nc(-c3ccc(S(=O)(=O)N4CCCC4)cc3)no2)CC1
 : -0.5	0	2	6	-1.8	-3	27	3.0	-0.9
CCCn1c(Sc2nnnn2-c2ccccc2)n[nH]c1=O
 : -0.2	1	1	8	1.3	1	4	-0.1	-0.7
CC(OC(=O)c1ccc(Cl)nc1)C(=O)NC(C)(C)C (configuration not stated)
 : -0.4	3	-4	-4	·	-6	-2	-0.3	-1.4
CSc1nc2c(c(=O)[nH]1)C(c1ccc(Br)cc1)CC(=O)N2 (configuration not stated)
 : -1.2	-3	-6	-9	-1.9	-8	0	3.4	-3.9
O=C1CCCN1c1cccc(Br)c1
 : 1.0	6	5	-1	-0.1	1	-7	2.6	-3.6
O=C1NC(=O)C2C1C1(Cl)C(Cl)=C(Cl)C2(Cl)C1(Cl)Cl (configuration not stated)
 : -0.4	-7	1	8	5.3	1	8	·	1.5
CC1(C)CC(CC(=O)O)(c2ccccc2)CCO1 (configuration not stated)
 : 0.8	-6	1	10	-0.6	17	7	0.1	-2.1
O=C1C(=O)N(CCS(=O)(=O)c2ccccc2)c2ccc(F)cc21
 : ?	-45	0	2	·	?	13	-2.8	0.4
Cc1csc(=O)n1CCC(=O)OCC(=O)c1c(N)n(C)c(=O)n(C)c1=O
 : 0.1	3	0	3	3.9	3	6	-1.3	-0.6
CN(CC(=O)NCCc1ccc(F)cc1)Cc1ccc(Br)cc1
 : 1.1	10	1	7	-1.6	-2	2	-1.7	-2.3
CCN(CC)S(=O)(=O)c1cccc(NC(=O)CN(C)Cc2cccc(OC)c2)c1
 : -0.2	12	7	10	1.8	-2	7	2.1	-1.6
O=C1NC(=S)NC(=O)C1Nc1ccc(Cl)cc1
 : -0.3	0	5	12	-2.1	-4	20	·	-1.4
O=C(CSc1nnc(CNC(=O)c2ccco2)o1)Nc1ccccc1C(F)(F)F
 : 0.2	1	3	0	·	-2	15	-0.3	-2.3
COc1ccc(NC(=O)CN(C)CC(=O)NCC(=O)Nc2ccc(F)cc2)cc1
 : -2.4	3	-1	-8	·	-14	-2	0.8	-3.5
CCc1noc(C)c1C(=O)NNC(=O)c1ccccc1Cl
 : 0.4	2	3	9	0.3	-5	-10	-0.5	·

Compounds listed so far with an NH in an aromatic ring (two):
Values run as follows: BoNT A protease	PrPC surface inh	FBA Mtb inh	GDH-TPI inh	Mtb BioA inh	BoNT F protease	CCHF vOTU inh	Mtb UGM inh	FadD28 FP inh
CCCn1c(Sc2nnnn2-c2ccccc2)n[nH]c1=O
 : -0.2	1	1	8	1.3	1	4	-0.1	-0.7
CSc1nc2c(c(=O)[nH]1)C(c1ccc(Br)cc1)CC(=O)N2 (configuration not stated)
 : -1.2	-3	-6	-9	-1.9	-8	0	3.4	-3.9

The listing continues.
Values run as follows: BoNT A protease	PrPC surface inh	FBA Mtb inh	GDH-TPI inh	Mtb BioA inh	BoNT F protease	CCHF vOTU inh	Mtb UGM inh	FadD28 FP inh
O=C1CC(=Nc2ccc([N+](=O)[O-])cc2)NN1c1c(Cl)cc(Cl)cc1Cl
 : -0.1	-13	-4	13	-1.2	-4	2	·	15*
O=C(NCCCN1CCCC1=O)c1cc(COc2ccc(F)cc2F)on1
 : -1.6	2	-3	1	-2.8	-7	-3	0.8	-2.3
CCCOC1CCCN(C(=O)c2ccc3oc(C(C)C)nc3c2)C1 (configuration not stated)
 : 4.7	-5	0	4	0.8	16	8	2.7	-0.2
O=C(O)CCC(=O)NCc1c(Cl)cccc1Sc1ccc(Cl)cc1
 : 0.9	-2	-3	-5	0.8	-2	5	-0.7	-0.5
O=C(/C=C/c1ccco1)NC(=S)Nc1cccc(C(=O)O)c1
 : -2.4	6	1	12	·	14	16	1.1	-3.7
CCOC(=O)c1ccc(N2C(=O)CC(N3CCC(O)(c4ccc(Cl)cc4)CC3)C2=O)cc1 (configuration not stated)
 : -0.8	9	2	39*	5.4	-6	15	0.8	0.4
CCn1c2ccccc2c2cnc(N=CN(C)C)c(C#N)c21
 : 0.1	-5	15	15	-2.5	-6	-8	·	-0.7
COc1ccc(CSC(=N)N)cc1[N+](=O)[O-]
 : 0.0	-3	-2	-1	16	4	1	-0.6	-5.1
COc1ccc(C2c3cc(OC)c(OC)cc3CCN2C(=O)c2cccc([N+](=O)[O-])c2)cc1OC (configuration not stated)
 : -3.5	-1	3	1	9.6	-1	7	0.9	0.9
COc1ccc(Nc2cc(Nc3cc(OC)c(OC)c(OC)c3)ncn2)cc1
 : -0.5	12	1	-3	-1.9	-30	21	-1.1	-2.2
O=C(Cn1ccc(NC(=O)OCc2ccccc2)nc1=O)NCCCc1ccccc1
 : -0.2	-7	-2	-6	-0.8	-6	3	-2.5	-2.4
N#Cc1sc2nc(C3CC3)cc(-c3ccccc3)c2c1N
 : 0.8	-2	6	13	-2.0	2	-1	0.7	-1.2
CC(=O)Nc1cccc(NC(=O)c2cccc3cccnc23)c1
 : -6.0	-10	-4	-3	3.5	-13	-13	2.4	-8.8
CCn1c(=O)cc(OCC(=O)N2CCN(c3cccc(C(F)(F)F)c3)CC2)c2ccccc21
 : 0.0	-3	1	5	-3.1	-4	7	-0.4	-0.5
CCCCn1c(=O)c2c(nc3n2CCCN3Cc2ccccc2)n(C)c1=O
 : -4.3	3	3	1	·	-6	-10	·	-0.5
Cc1cc(OCC(=O)Nc2nccs2)c2c(C)c(C)c(=O)oc2c1
 : -0.7	-7	5	-3	-1.3	-1	-15	·	-0.1
O=C(O)c1ccccc1NC(=O)c1cc2ccccc2oc1=O
 : ?	-1	1	50*	-4.7	?	7	2.3	-0.5
CCCC[n+]1ccc(-c2nc3ccc([N+](=O)[O-])cc3[nH]2)cc1
 : 1.2	-49	-3	22	·	-2	9	-2.5	-0.6
COc1ccccc1CNC(=O)Cn1c(=O)oc2cc(Cl)ccc21
 : 0.0	7	-1	3	·	-9	0	3.1	-1.7
Cc1cccnc1NC(=O)CCNC(=O)c1ccccc1Cl
 : 0.7	2	0	3	0.7	0	-2	-0.4	-3.0

Overlap with the part before: 3 entries; new compounds follow.
Values run as follows: BoNT A protease	PrPC surface inh	FBA Mtb inh	GDH-TPI inh	Mtb BioA inh	BoNT F protease	CCHF vOTU inh	Mtb UGM inh	FadD28 FP inh
CCCC[n+]1ccc(-c2nc3ccc([N+](=O)[O-])cc3[nH]2)cc1
 : 1.2	-49	-3	22	·	-2	9	-2.5	-0.6
COc1ccccc1CNC(=O)Cn1c(=O)oc2cc(Cl)ccc21
 : 0.0	7	-1	3	·	-9	0	3.1	-1.7
Cc1cccnc1NC(=O)CCNC(=O)c1ccccc1Cl
 : 0.7	2	0	3	0.7	0	-2	-0.4	-3.0
CCN1CCN(CCC(=O)Nc2ccc(F)c(F)c2)CC1
 : 1.3	-1	0	-4	2.2	?	6	-1.9	-2.9
CC(C)Cc1nnc(NC(=O)c2cccc(S(=O)(=O)N3CCOCC3)c2)s1
 : 1.2	13	0	5	-0.7	-4	-10	-0.8	·
COc1cc(CN2CCNC(=O)C2CC(=O)N2CCCO2)cc(OC)c1 (configuration not stated)
 : 0.9	-4	3	3	·	-2	-4	-1.0	-0.7
COc1cc(-n2c(=S)[nH]c3ccc(C)cc3c2=O)c(Cl)cc1Cl
 : 0.0	41*	-2	4	·	0	10	·	-6.6
COc1cc(NC(=O)C2CC3CCC2C3)c(OC)cc1Cl (configuration not stated)
 : -0.5	6	1	0	-0.3	-1	-7	-0.4	-2.6
Cc1ccc(S(=O)(=O)NCC(c2ccco2)N2CCOCC2)cc1 (configuration not stated)
 : 0.3	5	-2	-12	·	-2	-11	0.0	-3.6
CCOC(=O)c1cc(-c2ccccc2)sc1NC(=O)CSc1nncs1
 : 0.1	-3	1	12	·	3	23	1.1	-2.1
CN(CCO)c1cc(N2CCN(C(=O)c3ccco3)CC2)c2nonc2c1[N+](=O)[O-]
 : -0.6	-42	-22	11	3.7	-3	0	-1.0	-2.7
CCN(CCNC(=O)C1CCCN(S(=O)(=O)c2cnc[nH]2)C1)c1ccccc1 (configuration not stated)
 : 2.1	-6	2	1	-0.1	-9	9	0.3	-0.2
Cc1cc(=O)[nH]c(-c2ccccc2O)n1
 : 0.4	·	13	11	0.7	-2	·	0.2	-2.9
Cc1ccccc1-n1c(=O)cc(N2CCc3ccccc3C2)[nH]c1=O
 : 8.5	-1	2	7	0.7	11	2	4.7	-2.7
COc1cccc(C2Oc3ccccc3C3CC(c4cccs4)=NN32)c1 (configuration not stated)
 : -7.8	5	3	12	-2.3	?	-7	5.5	-2.3
CC(C)(C)OC(=O)n1cc(CCO)c2ccccc21
 : -0.2	5	6	7	1.1	-7	2	-0.2	1.1
Cc1nn(C)cc1CN(C)C(=O)c1cc(COc2ccc(F)cc2F)on1
 : -0.5	-2	3	1	-0.6	-3	9	0.3	-0.5
O=C(CSCCS(=O)(=O)c1ccc(Cl)cc1)Nc1ccccc1
 : -0.5	1	0	7	·	-6	-9	2.3	-1.5
O=C(N/N=C\c1ccco1)Nc1cccc(Cl)c1
 : 0.0	-9	2	-3	·	-2	2	-1.9	-1.6
Cc1ccc(C2(c3noc(CN4C[C@@H](C)O[C@@H](C)C4)n3)CCCC2)cc1
 : 0.2	-5	-2	2	3.2	-3	-14	1.1	-4.6
O=C(c1ccc(Oc2ccc(Cl)cc2)c([N+](=O)[O-])c1)N1CCCC1
 : -1.2	-2	0	19	3.0	6	-1	1.6	·
c1cc(-c2cc3nc(NCC4CC4)ccn3n2)ccc1OCCN1CCOCC1
 : -0.2	-11	37*	-2	2.3	-4	-9	·	-1.5
O=C1C2CCCCN2C(=O)N1CCCCN1CCN(c2ccccc2Oc2ccccc2)CC1 (configuration not stated)
 : 3.0	-10	-1	-4	2.8	?	-6	0.8	-0.8
c1ccc(C(CN2CCCCC2)Oc2ccccn2)cc1 (configuration not stated)
 : -0.3	-2	2	4	-1.0	4	14	·	0.7
O=C(NC1=NCCS1)C1CCN(S(=O)(=O)c2ccc(Cl)cc2)CC1
 : 1.3	-3	0	-1	-1.5	-9	-2	-0.4	-0.1
Cc1cc(-c2[nH]nc3c2C(c2cccc(O)c2)C(C#N)=C(N)O3)c(C)s1 (configuration not stated)
 : -0.9	-1	1	8	-1.4	0	-5	-2.3	1.7
Cc1ccc(C(=O)Nc2ccc(S(=O)(=O)NC3=NCCCCC3)cc2)cc1S(=O)(=O)N1CCOCC1
 : 1.8	11	0	-8	-0.6	6	-3	-1.2	-3.2
COc1ccc(S(=O)(=O)NN(C)c2ncc(C(F)(F)F)cc2Cl)cc1
 : 0.6	5	1	-3	·	-4	21	2.4	-1.2
COc1ccc(CC(=O)Nc2ccccc2C(=O)N2CCOCC2)cc1OC
 : 0.0	8	1	-5	·	-1	15	-0.3	-3.0

Looked up above:
FBA Mtb inh result of O=C(NC1=NCCS1)C1CCN(S(=O)(=O)c2ccc(Cl)cc2)CC1 is entered as 0
FBA Mtb inh result of Cc1cc(-c2[nH]nc3c2C(c2cccc(O)c2)C(C#N)=C(N)O3)c(C)s1 (configuration not stated) is entered as 1
BoNT F protease result of Cc1ccc(C(=O)Nc2ccc(S(=O)(=O)NC3=NCCCCC3)cc2)cc1S(=O)(=O)N1CCOCC1 is entered as 6

Source: PubChem
